# Bioassay records as filed in PubChem.
# TWEAK-Fn14 inh: inhibitors of TWEAK-Fn14 interaction signaling; TWEAK-stimulated Fn14 reporter cells, luciferase luminescence, 8 h; inhibition, % at 10 µM; 360,000 compounds, 2% hits; AID 1159606; in the data active = inhibition above about 50%
# SRC3 inh: inhibitors of human steroid receptor coactivator 3 (SRC3); AID 588352; Q9Y6Q9; HEK293 GAL4-SRC3 luciferase reporter, luminescence; 360,000 compounds, 0.17% hits; inhibition, % at 3.6 µM;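 active = inhibition above a per-campaign cutoff, the mean of all compounds plus 3 SD, cut at about 60% in these data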;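 also: 0% = DMSO-treated cells and 100% = gossypol-treated cells at 36 µM; higher means less SRC3-driven luciferase light from the GAL4 reporter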
# TROY NFkB inh: inhibitors of TROY-dependent NF-kB signaling | Q293 LMP1-TROYcd NF-kB luciferase reporter, 4 h | inhibition, % at 10 µM | 360,000 compounds, 0.98% hits | AID 1347056;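 active = compounds whose plate-normalised and pattern-corrected inhibition of the luciferase reporter signal at the single screening dose is 50% or more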
# NR2F2 inh: inhibitors of human COUP-TFII (NR2F2) | HEK293T NGFI-A luciferase reporter, luminescence | P24468 | 370,000 compounds, 0.7% hits | inhibition, % at 8.6 µM;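 active = inhibition above a per-plate cutoff, mean inhibition of test wells between control levels plus 3 SD, cut at about 38% in these data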;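 also: cells cotransfected with COUP-TFII expression vector driving the NGFI-A reporter; 0% = median of COUP-TF2 test wells and 100% = reporter-only cells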
# NOD2 RIPK2 PPI: blocks binding of human NOD2 to RIPK2. O43353. AID 624267. CHO BLA complementation NOD2-RIPK2, CCF4 ratio. 360,000 compounds, 0.38% hits. inhibition, % at 4.98 µM; in the data active = inhibition above about 21%;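 also: 0% = vehicle only and 100% = reference blocker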
# SRC2 inh: inhibits human steroid receptor coactivator 2; 370,000 compounds, 0.17% hits; inhibition, % at 9 µM; HEK293 GAL4-SRC2 luciferase reporter, luminescence; AID 651957;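 active = inhibition above the mean inhibition of all tested compounds plus 3 SD, set per campaign, cut at about 52% in these data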;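 also: 0% = DMSO treated cells and 100% = cells given Gossypol at 36 µM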
# NR5A2 inv ag: inverse agonists of human LRH-1 (NR5A2) | 360,000 compounds, 0.13% hits | O00482 | inhibition, % at 3.6 µM | HEK293T StAR-luciferase reporter, LRH-1 transfected, 24 h | AID 602396;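 active = inhibition above the mean inhibition of all tested compounds plus 3 SD, cut at about 73% in these data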;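 also: 0% = DMSO wells and 100% = reporter-only cells lacking LRH-1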
# TLR9-MyD88 inh: inhibitors of human TLR9-MyD88 binding | Q9NR96+Q99836 | CHO BLA complementation TLR9-MyD88, CCF4 FRET ratio | inhibition, % at 4.98 µM | 340,000 compounds, 0.21% hits | AID 504734;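 active = inhibition above the mean over all tested compounds plus 3 SD, cut at about 21% in these data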;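 also: 0% = DMSO only wells and 100% = clavulanate BLA inhibitor control wells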
# Target sequence (Q99836 whole entry, looked up): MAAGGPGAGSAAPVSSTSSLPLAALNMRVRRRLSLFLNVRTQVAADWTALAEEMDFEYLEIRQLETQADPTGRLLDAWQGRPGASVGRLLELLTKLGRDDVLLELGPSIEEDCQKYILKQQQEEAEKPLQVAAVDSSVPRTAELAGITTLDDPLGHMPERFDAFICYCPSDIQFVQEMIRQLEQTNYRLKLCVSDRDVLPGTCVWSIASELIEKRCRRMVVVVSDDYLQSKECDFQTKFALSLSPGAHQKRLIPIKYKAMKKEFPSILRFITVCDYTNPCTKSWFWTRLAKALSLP
# Target sequence (Q9NR96 whole entry, looked up): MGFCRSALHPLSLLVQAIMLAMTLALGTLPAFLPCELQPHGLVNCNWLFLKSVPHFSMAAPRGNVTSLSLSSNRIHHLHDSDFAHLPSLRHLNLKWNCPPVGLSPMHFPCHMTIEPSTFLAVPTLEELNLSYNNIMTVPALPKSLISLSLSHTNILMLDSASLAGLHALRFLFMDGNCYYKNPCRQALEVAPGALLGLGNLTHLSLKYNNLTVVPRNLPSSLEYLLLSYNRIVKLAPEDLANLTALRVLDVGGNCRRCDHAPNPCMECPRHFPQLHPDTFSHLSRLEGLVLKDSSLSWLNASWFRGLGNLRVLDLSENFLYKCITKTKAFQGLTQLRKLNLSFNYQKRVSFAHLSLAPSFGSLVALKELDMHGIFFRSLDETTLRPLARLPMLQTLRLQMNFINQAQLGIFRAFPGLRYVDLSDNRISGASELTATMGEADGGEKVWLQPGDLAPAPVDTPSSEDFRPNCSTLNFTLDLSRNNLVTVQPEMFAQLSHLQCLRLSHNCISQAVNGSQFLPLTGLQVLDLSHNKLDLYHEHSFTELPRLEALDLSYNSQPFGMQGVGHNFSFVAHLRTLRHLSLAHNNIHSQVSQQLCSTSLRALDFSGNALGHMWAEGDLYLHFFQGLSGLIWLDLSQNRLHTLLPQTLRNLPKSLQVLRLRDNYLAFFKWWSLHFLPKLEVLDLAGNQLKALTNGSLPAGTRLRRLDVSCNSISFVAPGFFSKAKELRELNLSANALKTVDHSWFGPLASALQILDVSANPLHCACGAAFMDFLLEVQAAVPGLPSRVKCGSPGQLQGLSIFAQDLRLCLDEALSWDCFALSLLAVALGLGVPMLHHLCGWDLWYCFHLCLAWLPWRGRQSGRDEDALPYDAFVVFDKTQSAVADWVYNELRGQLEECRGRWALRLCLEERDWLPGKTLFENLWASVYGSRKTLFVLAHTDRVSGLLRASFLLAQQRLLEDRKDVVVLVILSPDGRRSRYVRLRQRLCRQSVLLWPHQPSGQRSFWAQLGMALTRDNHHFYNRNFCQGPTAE
# NCOA1 inh: inhibitors of human steroid receptor coactivator 1 (SRC1) | HEK293 GAL4-SRC1 luciferase reporter, luminescence | inhibition, % at 3.6 µM | 360,000 compounds, 0.12% hits;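 active = inhibition above the campaign mean plus 3 SD, with each screening campaign given its own cutoff, cut at about 60% in these data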;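 also: 0% = DMSO treated cells and 100% = gossypol at 36 µM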
# ABHD5 PLIN5 PPI: blocks binding of human ABHD5 to perilipin-5. Q00G26+Q8WTS1. Split G. princeps luciferase complementation, luminescence, 4 h. inhibition, % at 4 µM. 360,000 compounds, 0.78% hits. AID 602281;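 active = inhibition above the mean inhibition across every tested compound plus 3 SD, cut at about 22% in these data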;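 also: 0% = DMSO only wells and the 100% control is not disclosed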
# Granule exo inh: blocks lytic granule exocytosis; TALL-104 LAMP-1 surface exposure, flow cytometry; cells stimulated with thapsigargin and PMA; inhibition, % at 10 µM; 360,000 compounds, 0.66% hits;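 active = inhibition above about 55%, limit read from the data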
# An asterisk follows results filed as active; · = no result given.
SMILES,TWEAK-Fn14 inh,SRC3 inh,TROY NFkB inh,NR2F2 inh,NOD2 RIPK2 PPI,SRC2 inh,NR5A2 inv ag,TLR9-MyD88 inh,NCOA1 inh,ABHD5 PLIN5 PPI,Granule exo inh
COc1ccc(CCNC(=O)CSc2nc3c(c(=O)n(C)c(=O)n3C)n2C)cc1OC,11,6,-16,-2,-8,-28,39,8,-23,-5,3
N#Cc1ccccc1NC(=O)C(=O)NCCCN1CCCC1=O,2,-9,5,4,-2,9,-6,7,-3,-7,-15
O=S(=O)(Nc1ccc(Br)cn1)c1cccs1,5,-28,9,11,-5,-11,8,-6,-19,0,-7
CN1C(=S)N(c2ccccc2)C(=O)/C1=C/c1cccs1,-11,-5,16,-1,-2,-21,23,2,2,-6,3
C=CCn1c(SCC(=O)c2ccc(O)c(O)c2)nnc1-c1cccc(Cl)c1,-15,-11,15,0,-5,17,4,-7,-10,0,13
Cc1cc(C)cc(N(CC(=O)NCc2ccc(F)cc2)C(=O)c2snc(C(N)=O)c2N)c1,-23,-5,-1,-6,-4,15,5,-12,6,2,26
COc1cc(C)nc(N2CCCC(C(=O)Nc3ccccc3Br)C2)n1 (stereo not given),11,-3,15,4,-7,5,-22,-3,-13,2,-2
Cc1cc(Oc2ccccc2F)nc(NCc2ccccc2)n1,5,9,3,-8,4,0,12,-4,10,2,-3
CCCn1c(CN2CCCCC2CC)nc2c1c(=O)n(C)c(=O)n2C (stereo not given),10,11,-7,-6,2,-8,-13,3,-13,-5,-2
CCC(CC)c1nnc(NC(=O)CN2C(=O)c3ccccc3C2=O)s1,-12,-7,13,16,-2,8,-9,2,-78,-8,1
CNc1ccccc(C(=O)/C=C/c2ccccc2OC)c1=O,17,-6,-14,18,1,8,-12,-4,-8,32*,-1
O=C(Nc1cccc(S(=O)(=O)N2CCCCCC2)c1)C1CCC1,2,1,-12,-4,-5,-3,1,-3,-10,-5,3
COc1cc(/C=C\C(=O)NCc2ccc3[nH]c(C)cc3c2)cc(OC)c1OC,9,16,-5,-15,-8,10,30,5,-4,0,-3
CC(=O)NS(=O)(=O)c1ccc(NC(=O)c2ccccn2)cc1,2,9,4,9,3,3,-20,2,-2,5,-10
CC(C)(C)NC(=O)CN(C(=O)c1snc(C(=O)NC2CCCCC2)c1N)c1ccc(F)cc1,-3,16,-8,-14,-12,-24,-14,12,-26,8,8
Cc1cccc(NC(=O)Nc2nnc(N3CCCCC3C)s2)c1C (stereo not given),-21,-11,-54,7,1,-6,3,3,-5,12,12
Cc1cccc(N2CCN(C(=O)c3ccc(NC(=O)C4CCCO4)cc3)CC2C)c1 (stereo not given),4,8,-6,-17,2,-4,2,-2,5,3,-2
Clc1cccc(OCCn2ccnc2)c1,12,1,-7,1,-16,-30,-10,-6,9,3,-2
CCNC(=O)CN(c1ccc(CC)cc1)S(C)(=O)=O,15,18,-6,-9,4,-17,17,-17,10,2,8
CC(C)NC(=S)N(C)C1(c2ccccc2Cl)CCCCC1=O (stereo not given),-9,8,-2,3,2,-2,-4,5,-37,-1,-1
CCCc1nnc(NC(=O)CCCN2C(=O)c3ccccc3C2=O)s1,-7,19,-4,14,-9,8,-9,-5,-2,-2,1
Cc1ccccc1-n1c(C)nnc1SCC(=O)N1CCc2ccccc2C1,11,18,-5,0,-4,-37,13,4,13,5,2
O=C(c1ccc(=O)n(Cc2ccc(Cl)c(Cl)c2)c1)N1CCOCC1,-8,6,11,2,1,-7,-12,-10,1,4,-1
CCN(CC)C(=O)c1cccc(-c2ccc(OC)cc2)c1,1,-22,-31,-5,-9,-22,-43,-18,-38,-1,0

# Some of the entries above in a different format.
# Screens in order – TWEAK-Fn14 inh, SRC3 inh, TROY NFkB inh, NR2F2 inh, NOD2 RIPK2 PPI, SRC2 inh, NR5A2 inv ag, TLR9-MyD88 inh, NCOA1 inh, ABHD5 PLIN5 PPI, Granule exo inh
> Clc1cccc(OCCn2ccnc2)c1
    12, 1, -7, 1, -16, -30, -10, -6, 9, 3, -2
> CCNC(=O)CN(c1ccc(CC)cc1)S(C)(=O)=O
    15, 18, -6, -9, 4, -17, 17, -17, 10, 2, 8
> CC(C)NC(=S)N(C)C1(c2ccccc2Cl)CCCCC1=O (stereo not given)
    -9, 8, -2, 3, 2, -2, -4, 5, -37, -1, -1
> CCCc1nnc(NC(=O)CCCN2C(=O)c3ccccc3C2=O)s1
    -7, 19, -4, 14, -9, 8, -9, -5, -2, -2, 1
> Cc1ccccc1-n1c(C)nnc1SCC(=O)N1CCc2ccccc2C1
    11, 18, -5, 0, -4, -37, 13, 4, 13, 5, 2
> O=C(c1ccc(=O)n(Cc2ccc(Cl)c(Cl)c2)c1)N1CCOCC1
    -8, 6, 11, 2, 1, -7, -12, -10, 1, 4, -1
> CCN(CC)C(=O)c1cccc(-c2ccc(OC)cc2)c1
    1, -22, -31, -5, -9, -22, -43, -18, -38, -1, 0

# (cont.)
SMILES,TWEAK-Fn14 inh,SRC3 inh,TROY NFkB inh,NR2F2 inh,NOD2 RIPK2 PPI,SRC2 inh,NR5A2 inv ag,TLR9-MyD88 inh,NCOA1 inh,ABHD5 PLIN5 PPI,Granule exo inh
CCOC(=O)CNC(=O)N1CCc2ccc(NC(=O)c3ccccc3Cl)cc2C1,7,-7,5,1,19,-25,12,-2,3,-3,36
O=[N+]([O-])c1cccc(-c2ncc3ccccn23)c1,-8,1,-19,-26,-7,-27,20,6,-18,-3,0
O=C(O)Cn1nc(-c2ccccc2)c2ccccc2c1=O,4,0,10,-2,-5,-8,-13,-3,-21,-4,2
CCOc1nc(OCC)nc(-n2cc(-c3ccccc3)nn2)n1,14,11,2,8,10,-12,14,7,-1,1,0
O=C(COC(=O)c1cc([N+](=O)[O-])ccc1N1CCCC1)Nc1ccccc1OC(F)F,-18,5,-1,-2,-3,-13,-23,3,-1,-3,-3
COc1ccc(CCNC(=O)C2CCN(S(=O)(=O)c3cccc4nsnc34)CC2)cc1OC,-4,4,-5,11,-2,-7,2,-7,-10,1,2
CCOC(=O)CCCNC(=O)CCCNC(=O)C(c1ccccc1)c1ccccc1,-17,-2,0,3,-6,-7,2,-5,2,10,2
COc1ccc([C@H]2CC(=O)C=C(c3ccc(-c4ccccc4)c(F)c3)C2)cc1OC,-13,10,-4,-2,-4,-33,-32,0,0,-11,-4
[O-][n+]1ccccc1SCc1ccccc1,15,-12,-6,-23,-6,-14,-27,-6,7,-5,1
Cc1ccc2nc(-c3ccccc3)c(CN3CCSCC3)n2c1,10,-16,-19,-22,1,15,-23,-6,-30,2,-2
O=C(NC(=S)Nc1ccccc1)c1cc([N+](=O)[O-])ccc1N1CCOCC1,-11,7,6,-9,-13,2,-10,4,-2,-4,0
CCn1cc(C(=O)N(C)c2ccc(OC)cc2OC)c2cc(OC)c(OC)cc2c1=O,-5,-2,4,7,0,-14,0,-16,-6,-7,-6
CN(CCC#N)C(=O)c1cc2c(s1)-c1ccccc1SC2,-11,-39,-57,0,-1,-62,-31,-14,-26,6,-17
CCOC(=O)c1csc(NC(=O)C(C)(C)C)n1,16,-10,-14,-15,1,-23,-3,-7,-23,-5,-2
O=C(CN1C(=O)/C(=C/c2ccco2)SC1=S)Nc1ccc(O)c(C(=O)O)c1,9,-9,12,9,3,-20,10,-11,-2,0,-2
Cc1cc2ccccc2n1CCNC(=O)Cc1ccccc1,30,-15,13,5,-2,-23,-13,-5,-13,0,2
O=C1NC[C@@H](Cc2cccc3ccccc23)N(CC2(c3ccccc3)CC2)C1=O,14,19,18,27,2,21,7,4,7,6,-1
Cc1occc1C(=O)Nc1c(F)c(F)c(F)c(F)c1F,-37,-14,7,-12,0,2,9,-1,-7,5,4
O=C(Nc1ccccc1C(=O)O)c1cccc(NS(=O)(=O)c2ccc(Br)cc2)c1,-14,-9,21,12,3,14,-13,-4,-30,-2,11
O=C(Nc1cccc(Cl)c1)Nc1ccc(Br)cc1F,33,-9,11,-17,-6,-30,-17,3,-15,-13,12
Nc1nnc(-c2cn(-c3ccccc3)nc2-c2ccccc2)o1,10,18,-9,9,-4,-18,2,-7,2,1,0
C1=C(CCNc2ncnc3c2[nH]c2ccccc23)CCCC1,69*,14,40,67*,8,2,43,-3,-8,-5,8
CCOC(=O)N1CCN(C(=O)COc2cccc3c2CCN(CC)C3=O)CC1,16,-2,-1,-7,-3,-1,4,9,-15,1,-4
COc1cc(C2CC(=O)Oc3c2c(=O)n(C)c2ccccc32)ccc1O (stereo not given),28,9,4,3,-10,-24,18,·,3,3,-2

# Whole records, looked up by structure. Screens in order: TWEAK-Fn14 inh | SRC3 inh | TROY NFkB inh | NR2F2 inh | NOD2 RIPK2 PPI | SRC2 inh | NR5A2 inv ag | TLR9-MyD88 inh | NCOA1 inh | ABHD5 PLIN5 PPI | Granule exo inh
# Shown for `O=C(Nc1ccccc1C(=O)O)c1cccc(NS(=O)(=O)c2ccc(Br)cc2)c1` = -14 | -9 | 21 | 12 | 3 | 14 | -13 | -4 | -30 | -2 | 11
# Shown for `CCOC(=O)c1csc(NC(=O)C(C)(C)C)n1` = 16 | -10 | -14 | -15 | 1 | -23 | -3 | -7 | -23 | -5 | -2

# Other structures follow.
SMILES,TWEAK-Fn14 inh,SRC3 inh,TROY NFkB inh,NR2F2 inh,NOD2 RIPK2 PPI,SRC2 inh,NR5A2 inv ag,TLR9-MyD88 inh,NCOA1 inh,ABHD5 PLIN5 PPI,Granule exo inh
CC(C)CCNC(=O)C1CCN(c2nnc(-n3cccc3)s2)CC1,0,-22,-10,-10,2,-10,-36,1,-15,-9,-2
COc1ccc(C)cc1N(C(=O)c1cccc(F)c1)c1nc2ccccc2s1,25,13,-7,19,-5,-3,-12,-10,-26,7,-7
CN(CC1CCCN(CCc2ccc(F)cc2)C1)C(=O)CCC(F)(F)F (stereo not given),-2,4,0,4,-3,-38,13,-5,-10,-3,4
Cc1ccc(N(Cc2ccccc2)C(=O)c2cc(S(=O)(=O)N3CCOCC3)ccc2C)cc1,-10,-17,-3,14,10,-39,1,2,21,2,0
COc1ccc(/C=N/Nc2nonc2N)c(OC)c1,-10,-10,-11,-7,-4,-14,15,0,-10,-1,7
Cc1ccc(NC(=O)c2ccc(CN3CC(=O)N4CCCCC4C3=O)cc2)c(C)c1 (stereo not given),3,-14,-13,-17,3,0,-1,1,-4,-2,0
CC(C)SC1=NC(C)(C)C=C(/C=C/c2c(Cl)cccc2Cl)N1,27,16,13,·,-4,·,8,7,-7,10,30
Cc1cc(Cl)c(OCCCNC2CCCC2)c(Br)c1,-23,-15,0,-9,-6,7,-14,-6,-6,6,6

# Not all compounds are listed, so the mix of outcomes need not match the whole.
